# FLuc modulator – counter-screen for miR-21 project: firefly luciferase inhibitors or activators. purified FLuc, Km substrates, luminescence inhibition. AID 588342. actives 6.9% (n = 360,000). Potency, µM (highest dose often 57.5 µM), for the others: top-dose activity change, negative = inhibition, actives largely listed as inhibitors. P08659;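 also: potency is read from the fitted curve at half-maximal effect; plate controls were vehicle for no effect and reference inhibitor for full effect; nearly all actives have a fitted effect of over 55% in size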
#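 Biochemical qHTS of compounds, final roughly 60 µM downward over six points, against 10 nM purified firefly luciferase using Km concentrations of substrates (10 uM D-luciferin, 10 uM ATP) in Tris acetate pH 7.5 buffer; luminescence output.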
# RORg inh – inhibitors of mouse ROR gamma transcriptional activity; P51450; Drosophila S2 Gal4-RORgamma UAS-luciferase reporter, 20 h; Potency, µM (titrated, usually from 53.6 µM), inactives show at the top dose activity change, negative = inhibition, usual class: inhibitors; actives 5.4% (n = 310,000); AID 2551; also: potency is read from the fitted curve at half-maximal effect; % is scaled to controls: 0 for no effect and ±100 for the full control effect; nearly all actives have a fitted effect of over 60% in size
# Target sequence (P51450 whole entry, looked up, the tested form may be a part): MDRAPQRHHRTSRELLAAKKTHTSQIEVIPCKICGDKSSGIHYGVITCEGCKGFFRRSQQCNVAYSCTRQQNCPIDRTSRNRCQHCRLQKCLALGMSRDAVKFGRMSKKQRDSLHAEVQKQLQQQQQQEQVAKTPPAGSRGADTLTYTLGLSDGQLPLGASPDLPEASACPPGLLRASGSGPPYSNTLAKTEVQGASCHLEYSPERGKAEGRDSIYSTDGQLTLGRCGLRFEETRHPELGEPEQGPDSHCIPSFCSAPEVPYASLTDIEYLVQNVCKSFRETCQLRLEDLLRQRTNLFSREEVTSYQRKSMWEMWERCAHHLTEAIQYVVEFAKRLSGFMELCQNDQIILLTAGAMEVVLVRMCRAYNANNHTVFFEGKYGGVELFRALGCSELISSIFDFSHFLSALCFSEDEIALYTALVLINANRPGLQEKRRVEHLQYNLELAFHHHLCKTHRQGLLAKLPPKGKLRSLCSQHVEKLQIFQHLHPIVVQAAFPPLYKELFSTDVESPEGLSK
#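 Drosophila S2 cells stably expressing Gal4-DBD/mouse RORγ fusion under metallothionein promoter plus UAS-luciferase; compound 1 h, then 700 uM CuSO4 induction for 20 h at ambient temperature; inhibition read as reduced luminescence.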
# Menin MLL FP TR – inhibitors of human menin-MLL interaction, mutant MLL peptide | Potency, µM (top dose mostly 61.6 µM), for the others: at the highest dose FP activity change, negative = inhibition, actives largely listed as inhibitors | Menin + Texas Red MLL mutant peptide, fluorescence polarization | actives 0.23% (n = 270,000); active = well fitted inhibition curve with a large enough effect in the polarisation, with a control signal flat, not every such curve was filed as active; inconclusive = small, poorly fitted or top-dose-only effect, or effect the other way, or a change in a side signal; inactive = no such curve, though single readings can be large or run the other way; the % refers to the polarisation; also: potency is read from the fitted curve at half-maximal effect; % of control where 0% means no effect; many of its hits are not listed in these tables
# ELG1 repair inh – inhibitors of ELG1-dependent DNA repair in HEK293T cells | HEK293T ELG1-luciferase reporter, luminescence, 16 h; DNA damage induced by 5-fluorouridine | Potency, µM (top dose mostly 46.1 µM), for the others: top-dose activity change, negative = inhibition, most hits filed as inhibitors | actives 2.3% (n = 330,000); also: potency is read from the fitted curve at half-maximal effect; % is scaled to controls: 0 for no effect and ±100 for the full control effect; nearly all actives have a fitted effect of over 55% in size
#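 DMSO vehicle served as the neutral condition. Each well held 2,000 cells given 5-fluorouridine plus compound; after 16 hr at 37 °C/5% CO2, ONE-Glo was added and luciferase measured 30 min later.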
# PKM2 act – PKM2 (human) enzyme activation | Potency, µM (series often up to 57.5 µM), inactives show top-dose activation, usual class: activators | actives 0.34% (n = 260,000) | P14618 | AID 1631 | purified PKM2, Kinase-Glo ATP luminescence, activation; response scale: 0% is enzyme alone, no compound; also: potency is read from the fitted curve at half-maximal effect; % is scaled to controls: 0 for no effect and ±100 for the full control effect; nearly all actives have a fitted effect of over 55% in size
# Target sequence (P14618 whole entry, looked up): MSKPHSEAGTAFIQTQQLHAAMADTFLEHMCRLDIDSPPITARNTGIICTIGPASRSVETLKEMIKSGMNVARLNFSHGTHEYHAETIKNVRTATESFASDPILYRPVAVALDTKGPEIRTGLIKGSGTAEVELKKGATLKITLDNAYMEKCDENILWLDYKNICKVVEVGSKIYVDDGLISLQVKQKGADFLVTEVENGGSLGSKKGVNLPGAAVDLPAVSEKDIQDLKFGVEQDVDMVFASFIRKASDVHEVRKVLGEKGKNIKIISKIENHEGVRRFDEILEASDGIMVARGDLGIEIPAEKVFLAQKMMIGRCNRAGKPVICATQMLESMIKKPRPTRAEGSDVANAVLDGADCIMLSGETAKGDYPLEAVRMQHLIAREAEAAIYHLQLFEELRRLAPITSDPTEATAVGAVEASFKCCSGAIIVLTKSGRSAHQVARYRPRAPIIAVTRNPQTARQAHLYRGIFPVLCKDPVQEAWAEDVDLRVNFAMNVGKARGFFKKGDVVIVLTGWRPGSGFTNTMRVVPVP
#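 Purified hPK-M2 (>95% pure) converted ADP (0.1 mM final) to ATP with 0.5 mM PEP in 50 mM imidazole pH7.2, KCl, MgCl2, Tween 20, BSA; 1 h at room temperature. ATP detected by Kinase-Glo luminescence.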
# Gal4-VP16 FLuc – inhibits Gal4-VP16 luciferase reporter, ROR gamma counter-screen; actives 3.5% (n = 310,000); Potency, µM (top dose mostly 53.6 µM), for inactives: top-dose activity, negative = inhibition, hits mostly inhibitors; Drosophila S2 Gal4-VP16 UAS-luciferase, luminescence, 20 h;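 also: Gal4-VP16 expression switched on by copper sulfate through the metallothionein promoter; potency is read from the fitted curve at half-maximal effect; % is scaled to controls: 0 for no effect and ±100 for the full control effect; nearly all actives have a fitted effect of over 50% in size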
# Rab9 prom act – activators of Rab9 promoter; Huh7 Rab9 promoter-luciferase reporter, luminescence, 24 h; Potency, µM (series often up to 9.22 µM), for inactives: top-dose activation, negative = inhibition, usual class: activators; actives 2.8% (n = 320,000); AID 485297; also: potency is read from the fitted curve at half-maximal effect; % of control where 0% means no effect; nearly all actives have a fitted effect of over 60% in size
#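 Promoter activation is measured as luciferase luminescence in Huh7 cells stably transfected with a Rab9 promoter–luciferase construct, following 24 h compound exposure at 37 °C and 10 min reagent incubation at ambient temperature.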
# MBNL1-CUG inh – blocks human MBNL1 binding to CUG repeat RNA | Q9NR56 | TR-FRET MBNL1-His/biotin-(CUG)12 binding, 665/545 ratio | Potency, µM (titrated, usually from 57.5 µM), without a hit: at the top dose activity change, negative = inhibition, actives largely listed as inhibitors | actives 0.036% (n = 280,000) | AID 2675; active = well fitted inhibition curve with a large enough effect in the signal ratio, with a control signal flat, not every such curve was filed as active; inconclusive = small, poorly fitted or top-dose-only effect, or effect the other way, or a change in a side signal; inactive = no such curve, though single readings can be large or run the other way; the % refers to the signal ratio; also: potency is read from the fitted curve at half-maximal effect; % is scaled to controls: 0 for no effect and ±100 for the full control effect
#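 TR-FRET between His-tagged MBNL1 and biotin-(CUG)12 RNA, detected with Tb anti-His antibody (0.055 ng/ul) and streptavidin-XL665 (5 nM), 60 min at room temperature. Compounds titrated 92 nM to 58 uM; 665/545 nm ratio normalized to buffer and complex controls.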
# Mito fusion act – blocks mitochondrial division or promotes mitochondrial fusion. S. cerevisiae fusion-defective mutant growth rescue, CellTiterGlo 48 h. Potency, µM (top dose mostly 46.1 µM), for the others: top-dose growth rescue (activation), usual class: activators. actives 0.23% (n = 320,000). AID 485298;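 also: potency is read from the fitted curve at half-maximal effect; % of control where 0% means no effect; nearly all actives have a fitted effect of over 45% in size; temperature-sensitive fusion mutants such as fzo1-1 at 37 °C on non-fermentable ethanol glycerol medium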
#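 Temperature-sensitive fusion-defective S. cerevisiae (e.g. fzo1-1, mgm1-5) were grown with compound in YPEG medium (3% ethanol, 3% glycerol) for 48 hours at 37C. Growth rescue was measured as viability by CellTiterGlo luminescence after 10 minutes at ambient.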
# NPC1 promoter act – activates the NPC1 promoter; actives 2.4% (n = 320,000); Potency, µM (series often up to 9.22 µM), inactives show at the top dose activation, usual class: activators; Huh7 NPC1 promoter luciferase reporter, 24 h; AID 485313;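 also: potency is read from the fitted curve at half-maximal effect; % of control where 0% means no effect; nearly all actives have a fitted effect of over 60% in size; reporter is driven by a mutant NPC1 promoter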
#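 Huh7 cells stably carrying NPC1 promoter–luciferase, plated in Opti-MEM with 10% FBS for 2 h, were exposed to compound in DMSO for 24 h at 37 °C; luciferase reagent was added for 10 min and luminescence read.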
# KCNH2 3.1 inh – blocks the human KCNH2 3.1 channel isoform | U2OS KCNH2 3.1, thallium flux FluxOr; active compounds read low | activity change, % (tested at about 1.8 µM) | actives 0.95% (n = 340,000);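 active = maximum activity change below -70%; inconclusive = maximum activity change from -70% to -50%; inactive = maximum activity change above -50%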;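 also: thallium influx rate constant from kinetic fluorescence after stimulation buffer; % is scaled to controls: 0 for no effect and ±100 for the full control effect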
#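 U2OS cells transduced with KCNH2 3.1 mutant virus (1.77 x 10^8 /mL, 4 h), plated overnight at 37 C, loaded 45 min with FluxOr dye plus Red40 quencher. Thallium flux rate constant from kinetic reads after stimulation buffer, normalised to controls.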
# * = called active by the depositor; ? = inconclusive; . = no result given; & = joins results of further samples; [ ] = dose if it differs, or a comment. Unless noted, calls follow the shape of the dose curve; as a rule, active = well fitted curve in the direction sought with a large enough effect; inconclusive = small, poorly fitted or top-dose-only effect, or another doubt; inactive = no such curve, though single readings can be large; an effect the other way counts as inactive or inconclusive. Not all compounds are listed; the hit share may differ from the screen's.
SMILES,FLuc modulator,RORg inh,Menin MLL FP TR,ELG1 repair inh,PKM2 act,Gal4-VP16 FLuc,Rab9 prom act,MBNL1-CUG inh,Mito fusion act,NPC1 promoter act,KCNH2 3.1 inh
CCS(=O)(=O)Nc1ccc(C(=O)c2ccccc2)cc1,-2%,77%,6%,-6%,3%,24%,-7%,7%,-2%,-2%,-11
CCN1C(=O)/C(=C2/Sc3ccc(OC)cc3N2C)SC1=Nc1cccc(O)c1,4%,?,?,-9%,0%,?,3%,16%,1%,2%,1
O=C(COC(=O)c1cccnc1Nc1ccccc1F)NCCN1C(=O)CSC1=O,?,14%,.,-2%,-2%,13%,-2%,3%,-2%,-2%,9
O=C(O)CCn1ncc2ccccc2c1=O,4%,-30%,-9%,6%,-2%,-3%,6%,-3%,3%,-2%,-1
CCN(CCCNC(=O)CNC(=O)Cn1cnc2ccccc2c1=O)c1ccccc1,4%,11%,?,0%,2%,-4%,2%,-6%,0%,0%,-6
CCC1Sc2ccc(S(=O)(=O)CCC(=O)Nc3c(Cl)cc(OC)cc3OC)cc2NC1=O (centres undefined),2%,-18%,?,-10%,.,-5%,-5%,-3%,-10%,-1%,2
CC(C)C1S/C(=N/N=C/c2ccco2)NC1=O (centres undefined),-1%,0.2µM*,0%,22%,-3%,3.2µM*,-1%,-3%,-2%,0%,12
O=C(c1ccc(=O)oc1)N1CCC(C(O)(c2ccccc2)c2ccccc2)CC1,3%,9%,.,?,-2%,-4%,4%,.,3%,-3%,-6
Nc1ccc2nc(SCC(=O)c3ccccc3)sc2c1,?,.,?,?,-2%,.,11%,-2%,-24%,1%,-8
CCC(=O)Nc1nc2ccc3nc(C)sc3c2s1,?,?,-18%,?,-2%,?,4µM*,7%,18%,?,6
CC(=O)Nc1ccc(NC(=O)Cc2ccc(S(=O)(=O)N3CCCCC3)cc2)cc1,6%,.,.,-1%,.,.,-5%,.,6%,0%,7
O=C(Cc1ccccc1)N/N=C/c1ccc(OC(=O)/C=C\c2ccco2)cc1,0%,-31%,-6%,17%,11%,-6%,-1%,6%,4%,-3%,6
O=C(CN1CCCCC1)N1c2ccccc2Oc2ccccc21,1%,-5%,-23%,16%,1%,1%,21%,-2%,-2%,1%,15
CCOC(=O)C1CCCN(C(=O)c2ccccc2NC(=O)C2=C(C)OCCS2)C1 (centres undefined),2%,8%,2%,23%,-1%,-12%,10%,-5%,14%,-4%,-6
c1ccc(C(c2nnnn2Cc2cccs2)N2CCN(C3CCCC3)CC2)cc1 (centres undefined),-1%,4%,-12%,-2%,-1%,-6%,-4%,2%,-2%,2%,-21
CC1CCN(C(=O)C2CCN(S(=O)(=O)c3cc(Cl)ccc3Cl)CC2)CC1,2%,6%,.,?,5%,-4%,-4%,-7%,2%,-1%,-1
Cc1ccc(C(=O)N/N=C\c2ccc[nH]2)cn1,?,?,-1%,?,-1%,-1%,1%,16%,-2%,1%,1
COC(CNc1nc(SC)nc2sc3c(c12)CCN(C)C3)OC,0%,-9%,?,-30%,.,-7%,2%,4%,1%,-1%,-2
COc1nc(N(C)C)nc(N2CC(=O)N(CCNS(=O)(=O)c3ccc(C)cc3)C2=N)n1,-2%,19%,-4%,2%,-6%,4%,-2%,.,-8%,3%,8
CNCCCNCc1ccc(SC)cc1,1%,1%,-3%,-20%,2%,-2%,-3%,0%,0%,-6%,.
Cc1c(OC(C)C(=O)NCCCN2CCOCC2)ccc2c3c(c(=O)oc12)CCC3 (centres undefined),-2%,-31%,.,6%,.,-3%,-7%,5%,-16%,-3%,3
COc1ccc2c(c1OC)CN(C)CCc1cc3c(cc1C(O)C2)OCO3 (centres undefined),1%,-20%,5%,-4%,-10%,-4%,-9%,3%,-4%,-5%,-45
Cc1ccccc1CSc1nnc([C@@H]2CCCN2)o1,5%,-30%,.,3%,1%,-2%,-6%,-6%,-2%,-3%,10
O=C(NCC(O)c1ccc([N+](=O)[O-])cc1)C1CCCCC1 (centres undefined),-1%,1%,10%,6%,-1%,14%,-3%,10%,-5%,0%,10
Cc1nonc1NC(=O)CSc1nc(C23CC4CC(CC(C4)C2)C3)nc2ccccc12,-2%,7%,.,15%,1%,0%,-6%,-3%,10%,-3%,3
CCOc1ccc(N(CC(=O)Nc2ccc(OC)cc2)S(=O)(=O)c2c(C)[nH]c(=O)[nH]c2=O)cc1,-17%,7%,27%,-1%,13%,-7%,-5%,-17%,?,-5%,6
COc1ccccc1C1C2=C(COC2=O)Nc2cc3c(cc21)OCO3 (centres undefined),0%,?,3%,3%,2%,2%,-32%[inhibitor],11%,4%,-22%,-8
Nc1nnc(SCC(=O)Nc2cc(S(=O)(=O)N3CCOCC3)ccc2N2CCCC2)s1,1%,.,.,-2%,.,.,-1%,.,4%,0%,-7
O=C(Nc1cccc(F)c1)C1CCN(C(=O)c2ccc(Br)cc2)CC1,3%,18%,2%,-20%,-6%,1%,-4%,-6%,1%,1%,-1
COC(=O)c1cc(OC)c(OC)cc1NC(=O)C1CCCO1 (centres undefined),-2%[2.3 µM],44%,-1%,2%,8%,4%,0%,-14%,2%,0%,9
CN1CCN(C(=O)CN2C(=O)NC(C)(c3ccc4ccccc4c3)C2=O)CC1 (centres undefined),6%,.,.,9%,.,.,-3%,.,-3%,0%,-21
CCOC(=O)C1=C(C)NC(C)=C(C(=O)OC)C1c1cccc([N+](=O)[O-])c1 (centres undefined),1%&-13%,45%,22%&3%&3%&6%&22%,-22%,14%&0%,9%&-1%&23%&-3%,-27%[46.1 µM],22%&8%,-21%&0%&-5%,-23%[46.1 µM],7
O=C(CN1CCCCCCC1)N/N=C/c1ccc([N+](=O)[O-])o1,6%,?,1%,-18%,0%,?,0%,?,-16%,1%,-16
COc1ccc2nc(NCCCO)[nH]c2c1,-3%,40%,3%,15%,2%,-10%,2%,-1%,0%,0%,8
CS(=O)(=O)c1ccccc1C(=O)Nc1cccc(-c2nc3ccccc3o2)c1,11µM*,2%,24%,-17%,1%[0.46 µM],1%,-1%,3%,0%,-4%,12
CN(C[C@H](c1ccccc1)N(C[C@H](Cc1ccccc1)N(CCc1ccccc1)N=O)N=O)N=O,0%,14%,22%,-3%,0%,24%,0%,10%,0%,-1%,43
Cc1cc(C(=O)N/N=C/c2ccc(C)s2)n[nH]1,?,-7%,10%,?,.,-9%,3.2µM*,?,-4%,4µM*,5
C=CCNC(=S)Nc1c(C(=O)OC)[nH]c2cc(OC)ccc12,?,2.8µM*,.,3%,4%,?,?,16%,1%,?,11
COc1ccc(/C(C)=N\Nc2nc(-c3ccc(Cl)cc3)cc(C(F)(F)F)n2)cc1OC,2%,-3%,0%,8.2µM*,0%,?,-5%,-10%,-4%,-3%,-33
CN(Cc1ccccc1)C(=O)COC(=O)CNS(=O)(=O)c1ccc2ccccc2c1,5%,.,.,?,.,.,1%,.,-7%,-3%,3
COc1ccc(-c2cc3c(=O)n(CC(=O)NCCCN4CCC(N5CCCCC5)CC4)ncn3n2)cc1,11µM*,-21%,.,?,.,-2%,22%,-4%,-1%,?,-5
Oc1ccc2c(ccc3[nH]cnc32)c1,?,-3%,37%[activator],16%,-3%,-3%,20%,-3%,14%,18%,11
CN(C)c1ncccc1-c1nc2ccccc2s1,-13%,-16%,-2%,8%,2%,-5%,-3%,36%[activator],-6%,-1%,-8
COc1ccc(/C=N/OCC(=O)Nc2nc3ccccc3s2)cc1OC,-17%,2%,?,-4%,-4%,?,-8%,-18%,7%,0%,-1
COc1ccc(C)cc1N(CC(=O)NCCSCc1cccc(Cl)c1)S(C)(=O)=O,5%,28%,-20%,?,-1%,-5%,9%,-2%,1%,-6%,-8
Cn1nc(-c2ccccc2)c(CSc2cccc(Cl)c2)c1Cl,0%,-30%,3%,?,-6%,0%,-2%,2%,4%,-5%,-16
CC1CCN(CC(O)COC2CC(C)CCC2C(C)C)CC1 (centres undefined),1%,34%,-14%,-16%,-3%,5%,-7%,-3%,-9%,-2%,6
